From PubChem
ST2 IL33 inh: inhibitors of human ST2 (IL1RL1) binding to IL-33, primary screen, biochemical, AlphaLISA | 78,000 tested, 2.3% active | Interleukin-1 receptor-like 1 (Homo sapiens), Q01638 | AlphaLISA ST2-Fc/biotin-IL-33 interaction, 1 h | inhibition, % for hits at 17 µM | AID 1259354, 2018; in the data active means inhibition above about 30%; inconclusive means mostly about 10% to 28%
Target sequence (Q01638 whole entry, looked up): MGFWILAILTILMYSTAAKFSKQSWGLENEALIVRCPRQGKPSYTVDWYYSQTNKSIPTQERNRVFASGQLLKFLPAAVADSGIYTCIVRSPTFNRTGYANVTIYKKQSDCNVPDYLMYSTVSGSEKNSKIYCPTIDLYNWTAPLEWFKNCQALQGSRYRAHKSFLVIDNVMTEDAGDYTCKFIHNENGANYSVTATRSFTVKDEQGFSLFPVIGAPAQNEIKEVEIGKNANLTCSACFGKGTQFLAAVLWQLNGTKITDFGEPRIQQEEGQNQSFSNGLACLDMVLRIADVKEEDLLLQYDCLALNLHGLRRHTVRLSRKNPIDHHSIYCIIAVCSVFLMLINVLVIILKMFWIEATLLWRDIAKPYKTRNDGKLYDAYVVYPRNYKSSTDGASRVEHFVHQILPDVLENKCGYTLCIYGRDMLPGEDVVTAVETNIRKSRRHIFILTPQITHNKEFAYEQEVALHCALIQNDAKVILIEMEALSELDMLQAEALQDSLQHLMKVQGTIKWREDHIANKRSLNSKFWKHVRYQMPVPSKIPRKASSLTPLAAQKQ
* = called active by the depositor; i = inactive; ? = inconclusive. An excerpt; the hit share may differ from the screen's.

Sample of the layout:
SMILES	ST2 IL33 inh
O=C(Nc1ccc(Oc2ccccc2)cc1)c1cccnc1	i
CCOC(=O)CC1=C(C(=O)OCC)C(c2cccc(OC)c2)C(C#N)=C(N)O1 (centres undefined)	i
NC(=O)[C@@H](Cc1ccccc1)NC(=O)[C@@]1(O)C[C@@H](O)[C@H](O)[C@@H](NC(=O)c2cccnc2)C1	?
Cc1ccc(-c2cnc3ccccc3n2)c(C)c1	?
CC(C)OC(=O)c1c(NC(=O)C2CCCC2)sc2c1CCCC2	i
COc1ccc(/C=c2\sc3n(c2=O)CN(c2ccc(C(C)=O)cc2)CN=3)cc1OC	i
Cc1ccc(OCC(=O)Nc2cc(-c3nc4ncccc4o3)ccc2Cl)cc1C	30%*
O=C(O)CCCN1C(=O)c2ccccc2C1=O	i
CC(C)c1ccc(NC(=O)CSc2nc3ccc(N)cc3s2)cc1	i
CC(C)c1ccc(NC(=O)C(NS(=O)(=O)c2cccs2)C(C)C)cc1 (centres undefined)	i
Cn1c(=NC(=O)c2ccc(S(=O)(=O)N3CCCC3)cc2)sc2c3ccccc3ccc21	i
CC1=C(C(=O)N2CCOCC2)C(c2cccs2)n2c(nc3ccccc32)N1 (centres undefined)	i
CCSc1nnc2c(n1)OC(C)N(C(=O)CC)c1ccccc1-2 (centres undefined)	?
CC(=O)c1c(C)oc2ccc(N(C(=O)c3ccc(C)cc3)S(=O)(=O)c3ccccc3)cc12	?
COc1cc(NS(=O)(=O)c2ccc(NS(=O)(=O)c3ccccc3)cc2)nc(OC)n1	i
Cc1nnc(SCCn2c(N3CC(C)CC(C)C3)nc3c2c(=O)n(C)c(=O)n3C)s1 (centres undefined)	i
CCC1=C(O)C(C)(C)C(c2ccc(Cl)cc2)OC1=O (centres undefined)	i
O=C1c2ccccc2C(=O)N1c1ncc(Cc2ccccc2Cl)s1	i
Cc1[nH]c2c(C(=O)N3CCC4(CC3)C(=O)NCCN4C)cccc2c1C	i

All compounds of this part, previewed entries included:
SMILES	ST2 IL33 inh
O=C(Nc1ccc(Oc2ccccc2)cc1)c1cccnc1	i
CCOC(=O)CC1=C(C(=O)OCC)C(c2cccc(OC)c2)C(C#N)=C(N)O1 (centres undefined)	i
NC(=O)[C@@H](Cc1ccccc1)NC(=O)[C@@]1(O)C[C@@H](O)[C@H](O)[C@@H](NC(=O)c2cccnc2)C1	?
Cc1ccc(-c2cnc3ccccc3n2)c(C)c1	?
CC(C)OC(=O)c1c(NC(=O)C2CCCC2)sc2c1CCCC2	i
COc1ccc(/C=c2\sc3n(c2=O)CN(c2ccc(C(C)=O)cc2)CN=3)cc1OC	i
Cc1ccc(OCC(=O)Nc2cc(-c3nc4ncccc4o3)ccc2Cl)cc1C	30%*
O=C(O)CCCN1C(=O)c2ccccc2C1=O	i
CC(C)c1ccc(NC(=O)CSc2nc3ccc(N)cc3s2)cc1	i
CC(C)c1ccc(NC(=O)C(NS(=O)(=O)c2cccs2)C(C)C)cc1 (centres undefined)	i
Cn1c(=NC(=O)c2ccc(S(=O)(=O)N3CCCC3)cc2)sc2c3ccccc3ccc21	i
CC1=C(C(=O)N2CCOCC2)C(c2cccs2)n2c(nc3ccccc32)N1 (centres undefined)	i
CCSc1nnc2c(n1)OC(C)N(C(=O)CC)c1ccccc1-2 (centres undefined)	?
CC(=O)c1c(C)oc2ccc(N(C(=O)c3ccc(C)cc3)S(=O)(=O)c3ccccc3)cc12	?
COc1cc(NS(=O)(=O)c2ccc(NS(=O)(=O)c3ccccc3)cc2)nc(OC)n1	i
Cc1nnc(SCCn2c(N3CC(C)CC(C)C3)nc3c2c(=O)n(C)c(=O)n3C)s1 (centres undefined)	i
CCC1=C(O)C(C)(C)C(c2ccc(Cl)cc2)OC1=O (centres undefined)	i
O=C1c2ccccc2C(=O)N1c1ncc(Cc2ccccc2Cl)s1	i
Cc1[nH]c2c(C(=O)N3CCC4(CC3)C(=O)NCCN4C)cccc2c1C	i
O=C1c2sc3nnc(-c4ccccc4)c(=O)n3c2C(=O)N1Cc1ccccc1	?
CC(C)n1cnc2cc(NCc3cccc4ccccc34)ccc21	?
Cc1ccc(NC(CC(=O)c2ccccc2)C(=O)O)cc1Cl (centres undefined)	?
O=C(Nc1c(Cl)c(Cl)c(O)c(Cl)c1Cl)c1ccccc1	i
Cc1ccc(OC(=O)c2cc3ccccc3o2)cc1	i
O=C(c1c(O)cccc1O)N1CCC(N2CCCC2=O)CC1	i
CCC(=O)Nc1cccc(NC(=O)c2ccc(C(C)C)cc2)c1	i
C=CCNS(=O)(=O)c1cc(Br)cc2c1N(C(=O)CC)CC2	i
O=C(Cc1cn2ccsc2n1)N1CC(c2ccncc2)C1	i
O=C(/C=C/c1cc(F)cc(F)c1)NCC1CCC2(CCN(Cc3cccnc3)CC2)O1 (centres undefined)	?
Cc1c(C(=O)Nc2ccc(S(=O)(=O)N3CCCCC3C)cc2)oc2ccccc12 (centres undefined)	i
Cc1ccc(-c2nc(C(N)=O)c3c(n2)n(-c2ccc(C)c(C)c2)c(=O)n3C)cc1	i
Cn1c(=O)c2c(nc3n2CC(c2ccc(F)cc2)=NN3CCO)n(C)c1=O	i
CN(C)CCN1C(=O)C(O)=C(C(=O)c2ccco2)C1c1ccc([N+](=O)[O-])cc1 (centres undefined)	i
Cc1[nH]nc(SCC(=O)Nc2cccc(Cl)c2)c1[N+](=O)[O-]	i
COc1ccc2cc3cc(C(=O)N4CCC5(CC4)OCCO5)oc3nc2c1	?
Cc1ccc(C(=O)Nc2ccc3oc(-c4cccnc4)nc3c2)cc1[N+](=O)[O-]	?
COC(=O)c1cc2n(n1)CCCN(C(=O)c1cnnn1-c1ccccc1)C2	?
CCOc1ccc(NS(=O)(=O)c2ccc(OCC)c3ncccc23)cc1	i
O=C(CS(=O)(=O)c1cn(Cc2ccc(Cl)cc2)c2ccccc12)N1CCCc2ccccc21	i
CC1(C)CC(=O)C2=C(C1)OC1=C(C(=O)CC(C)(C)C1)C2c1cccc(Cl)c1Cl	i
Cc1c(C(=O)N2CCOCC2)oc2ccc(S(=O)(=O)N3CCCC3)cc12	i
O=C(Nc1cccc(Cl)c1)c1ccc([N+](=O)[O-])cc1	i
Cn1c2ccc([N+](=O)[O-])cc2c2nc3ccccc3nc21	?
COc1ccccc1-c1cc(C(=O)Nc2cccc(O)c2)no1	i
O=C(O)/C=C/c1ccc(-c2cccc(Cl)c2Cl)o1	i
CC(C)=C(NC(=O)c1ccccc1)C(=O)Nc1cccc(Br)c1	i
COCCC(=O)N[C@H]1C[C@@H](c2nc(-c3cnccn3)no2)N(C)C1	i
CCOc1cc(C(=O)Nc2sc3c(c2C(N)=O)CCCCC3)cc(OCC)c1OCC	i
Cc1ccc(C(=O)NC[C@H]2O[C@@H](CC(=O)N3CCCC3)[C@H](O)[C@@H]2O)cc1	i
O=C(Nc1ccc(F)c(F)c1)c1cnc2n(c1=O)CCS2	i
O=C(O)c1cc([N+](=O)[O-])c(Br)s1	i
CN(Cc1ccccc1)C(=O)C[C@@H]1O[C@H](CNC(=O)c2ccccc2)[C@@H](O)[C@H]1O	?
N#Cc1cc([N+](=O)[O-])cnc1NCCO	i
COCCNc1nc(-c2ccccc2F)nc2ccccc12	?
NS(=O)(=O)c1ccc(CCNC(=O)C2Cc3ccccc3N2C(=O)c2ccccc2)cc1 (centres undefined)	i
O=C(Nc1ccc([N+](=O)[O-])cc1Cl)c1ccccc1Br	i
O=C(NCc1ccco1)Nc1ccc(Cc2ccc(NC(=O)NCc3ccco3)cc2)cc1	i
Cc1ccc2c(c1)c1c3n2CCCN=C3CCC1	i
COCc1c(C(=O)NC2CCC(n3cnnc3)CC2)noc1C (centres undefined)	i
O=C(CN1CCN(Cc2ccc(Cl)cc2)C1=O)NCCN1CCCC1	i
Going on with the list:
SMILES	ST2 IL33 inh
CCCNC(=O)COc1ccc(Cl)c(C)c1	i
CN(Cc1ccccc1)C(=O)C[C@@H]1O[C@H](CNCc2ccc(F)cc2)[C@@H](O)[C@H]1O	i
CC(=O)OC1C(O)C2C(C)C3=CC(=O)OC3(O)CC2C2(C)CCCC(C)(CO)C12 (centres undefined)	i
CCCCSc1nc2c(c(=O)n1-c1ccccc1OC)SCC2	i
COc1ccc(OCCOc2ccccc2Br)cc1	i
O=C(COc1ccccc1Cl)Nc1ccc(S(=O)(=O)N2CCc3ccccc32)cc1	i
COCC(c1ccccn1)N(C)C(=O)c1ccc2c(c1)OCCN2C (centres undefined)	i
CCCSc1nc(O)cc(=O)n1-c1ccccc1	i
Cc1cc(C(=O)N(Cc2ccsc2)CC(C)C)n[nH]1	?
Cc1ccc(C(C)C)cc1S(=O)(=O)Nc1cccnc1	i
Cc1ccc(CCS(=O)(=O)c2ccc(C(C)C)cc2)c[n+]1C	?
CCc1ccccc1NC(=O)N1CCC(n2c(C)nc3cccnc32)CC1	?
COc1cc(=O)n(C)c2ccccc12	i
CC(=O)N(C)c1ccc(NC(=O)CN2CCC(O)(c3ccccc3C)C2)cc1 (centres undefined)	i
CCCc1cc(C(=O)NCC2Cc3cc(-c4ccnc(SC)n4)cc(Cl)c3O2)no1 (centres undefined)	?
O=C(Nc1cccc(Cl)c1)c1ncn[nH]1	i
CCOc1ccc(C2C(C#N)=C(N)Oc3c2c(C)nn3-c2ccccc2)cc1 (centres undefined)	?
Cn1c(CN2CCCC(CNC(=O)c3ccc(-c4ccccc4)cc3)C2)nc2ccccc21 (centres undefined)	i
Cc1cccc(-c2nc(C(N)=O)c3c(n2)n(-c2ccc(C)c(C)c2)c(=O)n3Cc2ccccc2)c1	i
CCCC(=O)N1CCSCC1	i
CC(=O)C1=C(C)NC(SCC(N)=O)=C(C#N)C1c1ccc(F)cc1 (centres undefined)	i
O=C(C1CC1)N1CCc2cc(Br)cc(S(=O)(=O)Nc3ccc4c(c3)OCCO4)c21	i
O=C1C2C3C=CC(C3)C2C(=O)N1c1ccc(Cl)c(F)c1 (centres undefined)	i
Cc1cc(NC(=O)C2CCCCC2)nc2c1c(=O)oc1ccccc12	?
CN(Cc1ccc2nsnc2c1)C(=O)CCN1CCCO1	?
CN(C)C[C@H]1O[C@@H](CO)[C@@H](O)[C@H]1N1CCN(c2ccccc2)CC1	i
COc1cc([N+](=O)[O-])ccc1NC(=O)c1cc(Cl)ccc1Cl	i
Cc1ccc(NC(=O)CCCn2nc(C)c([N+](=O)[O-])c2C)cc1	i
CCOc1ccc(-c2cn(-c3ccc(Br)cc3)c(=O)[nH]2)cc1	?
CN(C)CCC1CN(C(=O)c2[nH]cnc2-c2ccccc2)CCO1 (centres undefined)	i
OCc1ccc(-c2cc(Cl)cc(Cl)c2)o1	?
O=C(c1ccccc1Cl)N1CCCCC1	i
COc1ccc(CC(=O)N2CCOCC2)cc1	i
Cc1cc(-c2nc(-c3nonc3N)no2)ccc1[N+](=O)[O-]	i
C[C@H]1[C@@H]2[C@@H](O)C([C@H](C)C(=O)NC(C)(C)C)CC[C@@]2(C)CC[C@@H]1NC(=O)COc1ccccc1 (some centres undefined)	i
Cc1cc(Nc2ccccc2)nc(N2CCN(S(=O)(=O)c3ccccc3F)CC2)n1	?
COCCN(Cc1cnn(C)c1)C(=O)c1cncc(C)c1	i
COc1nc2nonc2nc1Nc1ccc(C)cc1	?
COc1cc(NCCC(=O)Nc2ccccc2OC)ncn1	i
COCCn1c(=NC(=O)CSCC(=O)N2CCc3ccccc32)sc2cc(OC)ccc21	i
O=C(O)C(O)CCc1ccc(O)cc1 (centres undefined)	i
COc1cccc(C(=O)N2CCC(CCC(=O)N3CCC(Cc4ccccc4)CC3)CC2)c1	i
CCC(=O)N(c1ccc(OC)cc1)C1C=CS(=O)(=O)C1 (centres undefined)	i
O=C1C(=O)c2ccccc2C(O)=C1c1ccc([N+](=O)[O-])cc1	?
O=C(Nc1cc2cccc([N+](=O)[O-])c2oc1=O)c1cccc(Cl)c1Cl	?
CCOc1ccccc1N(CC(=O)O)S(C)(=O)=O	i
Cc1ccc(S(=O)(=O)CCc2nc3ccccc3n2CC(=O)O)cc1	i
COC(=O)C1C(=O)C2=C(CC1C)NC(C)=C(C(=O)OC1CCCCCC1)C2c1cccc(F)c1 (centres undefined)	i
CC1=Nc2cc(C(=O)O)ccc2Sc2ccc(Cl)cc21	i
O=C1CNCC(C(=O)N2CCN(c3cccc(C(F)(F)F)c3)CC2)N1 (centres undefined)	i
O=C1CCN(c2ccccc2C(=O)Nc2cnc3n2CCCC3)C(=O)N1	i
CCOC(=O)C1=NN(c2ccc(C)cc2)C2C(=O)N(c3ccc(Cl)cc3)C(=O)C12 (centres undefined)	i
CNCC(=O)NC(c1cc(C)ccn1)C1CC1 (centres undefined)	i
CC(C)Sc1oc(-c2cccs2)nc1S(=O)(=O)c1ccc(F)cc1	i
Cc1ccc(S(=O)(=O)N2CCN(Cc3nc4cccnc4n3-c3ccccc3)CC2)cc1Cl	i
CC1=C(C(=O)Nc2ccc(Cl)cc2)C(c2ccc(C(C)C)cc2)n2ncnc2N1 (centres undefined)	i
O=C(CN(c1ccccc1)S(=O)(=O)c1ccccc1[N+](=O)[O-])N[C@H]1C[C@@H]2CC[C@H]1C2	i
Cc1cc2ccccc2n1CCNC(=O)c1c(F)cccc1F	i
CC1CCc2c(sc3nnn(CC(=O)Nc4ccc(F)cc4)c(=O)c23)C1 (centres undefined)	i
O[C@@H]1C[C@@H](c2nc(Cc3ccccc3)no2)N(Cc2cccs2)C1	i
Next entries:
SMILES	ST2 IL33 inh
Cc1nc(C(C)C)sc1C(=O)N(C)Cc1nc(-c2ccccn2)no1	i
CC(NC(=O)/C=C/c1ccc2c(c1)OCO2)c1ccccc1 (centres undefined)	i
COc1ccccc1NC(=O)COc1ccccc1	i
CCOc1cc(C(=O)Nc2c3c(nn2-c2ccccc2)CSC3)cc(OCC)c1OCC	?
CCCN1CCC(Cc2noc(-c3cccc4nccnc34)n2)CC1	?
CC(=O)NCC1CCN(Cc2cccc(-c3ccc(C)o3)c2)C1 (centres undefined)	i
CN1CC2(CCN(C(=O)c3ccc(Cn4ccnc4)o3)C2)OC1=O (centres undefined)	i
Cc1nc(C(C)N(C)C(=O)NCc2cccc(F)c2)c(C)s1 (centres undefined)	i
CCC(=O)N1CCc2cc(Br)cc(S(=O)(=O)N3c4ccccc4CC3C)c21 (centres undefined)	?
CCC1=C(c2ccc(OC)cc2)S(=O)(=O)N(CC(=O)Nc2ccc(NC(C)=O)cc2)C1=O	i
Cc1cc(C(=O)N2CCCC(CCc3ccccc3C)C2)ccc1O (centres undefined)	?
